Screening results deposited in PubChem BioAssay by The Scripps Research Institute Molecular Screening Center.
TEAD-YAP block: TEAD-YAP interaction inhibition, primary screen, TEAD-YAP interaction inhibitor project, luminescence, HEK-TIYL cells; TEAD-Gal4/YAP UAS-luciferase luminescence; inhibition, % at 9.12 µM; 640,000 tested, 1.4% active; in the data active = inhibition above about 32%;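 note: 0% = median of test compound wells and 100% = reference inhibitor wells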
GPR151 ag: activators of human GPR151, primary screen, cell-based, PathHunter beta-arrestin, luminescence; G-protein coupled receptor 151 (Homo sapiens), Q8TDV0; PathHunter beta-arrestin GPR151 cells; activation, % at 11.2 µM; 650,000 tested, 1% active; in the data active = activation above about 4.9%;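 note: 0% = median of compound wells and 100% = cells with positive control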
Target sequence (Q8TDV0 whole entry, looked up): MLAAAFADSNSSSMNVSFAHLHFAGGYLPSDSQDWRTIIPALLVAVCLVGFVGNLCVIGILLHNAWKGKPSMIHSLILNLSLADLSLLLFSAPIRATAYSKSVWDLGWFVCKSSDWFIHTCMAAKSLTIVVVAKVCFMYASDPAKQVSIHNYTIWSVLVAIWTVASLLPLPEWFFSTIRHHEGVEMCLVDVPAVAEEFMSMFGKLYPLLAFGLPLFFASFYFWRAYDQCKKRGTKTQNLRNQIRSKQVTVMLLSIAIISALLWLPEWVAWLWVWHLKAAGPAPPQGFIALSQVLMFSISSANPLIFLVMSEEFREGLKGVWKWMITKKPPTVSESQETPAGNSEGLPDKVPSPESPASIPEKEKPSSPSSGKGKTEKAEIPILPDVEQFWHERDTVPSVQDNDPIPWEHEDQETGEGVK
FBW7 act: FBW7 E3 ligase activators, primary screen, biochemical, AlphaScreen, human | F-box/WD repeat-containing protein 7 (Homo sapiens), Q969H0 | AlphaScreen FBW7–phospho-cyclin E peptide binding, activator screen | normalized activity (activation), % at 26.1 µM | 650,000 tested, 0.13% active | AID 1259310, 2017; in the data active = normalized activity above about 1.9%;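 note: purified mutant Fbw7 with reduced substrate affinity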
MITF inh: MITF inhibitors, primary screen, biochemical, AlphaScreen, human | 650,000 tested, 0.91% active | inhibition, % at 2.6 µM | AlphaScreen MITF homodimerization, bead proximity signal | Microphthalmia-associated transcription factor (Homo sapiens), O75030; in the data active = inhibition above about 50%;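 note: 0% = vehicle wells with protein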
Target sequence (O75030 whole entry, looked up): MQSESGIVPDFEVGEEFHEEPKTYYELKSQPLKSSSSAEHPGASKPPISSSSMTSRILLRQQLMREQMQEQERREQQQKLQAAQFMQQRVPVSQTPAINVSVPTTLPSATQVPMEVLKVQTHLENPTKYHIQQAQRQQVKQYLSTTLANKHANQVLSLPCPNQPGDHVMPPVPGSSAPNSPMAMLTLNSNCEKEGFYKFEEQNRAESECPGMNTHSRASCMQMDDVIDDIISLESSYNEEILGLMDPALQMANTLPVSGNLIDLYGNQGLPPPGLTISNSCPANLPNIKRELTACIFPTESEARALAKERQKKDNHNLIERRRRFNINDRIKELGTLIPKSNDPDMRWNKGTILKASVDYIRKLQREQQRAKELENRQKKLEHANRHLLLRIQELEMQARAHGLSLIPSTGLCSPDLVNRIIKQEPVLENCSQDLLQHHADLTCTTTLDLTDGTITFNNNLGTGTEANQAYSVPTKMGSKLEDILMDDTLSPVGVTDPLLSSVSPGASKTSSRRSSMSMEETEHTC
The depositor's hits bear a star.

For CCN(Cc1ccccc1)S(=O)(=O)c1ccc2c(c1)c(=O)n(C)c(=O)n2C the results were TEAD-YAP block 6, GPR151 ag 0.1, FBW7 act -0.2 and MITF inh 13.
`O=C1C2C3C=CC(C4CC34)C2C(=O)N1c1ccc(Oc2ccccc2)cc1` (configuration not stated) gave TEAD-YAP block -9, GPR151 ag 0.5, FBW7 act -0.2 and MITF inh -11.
CCC(=O)N1CCc2cc(OC)c(OC)cc2C1COc1ccccc1OC (configuration not stated) was read as TEAD-YAP block -11, GPR151 ag 0.0, FBW7 act 0.1 and MITF inh 5.
For Cc1ccsc1CN(C)C(=O)CCc1nnc(COc2ccccc2)o1 the results were TEAD-YAP block -36, GPR151 ag 0.4, FBW7 act -0.1 and MITF inh 7.
For CCOCCc1nnc(NC(=O)c2cccc(OCC)c2)s1 the results were TEAD-YAP block -25, GPR151 ag 0.0, FBW7 act -0.3 and MITF inh -5.
Cc1ccc(NC(=O)CSc2ncnc3c2cnn3-c2cccc(Cl)c2)cc1 was read as TEAD-YAP block 6, GPR151 ag 0.0, FBW7 act -0.2 and MITF inh 10.
For COc1cccc(CNC(=O)c2ccc(CS(=O)Cc3ccc(Cl)cc3)o2)c1 (configuration not stated) the results were TEAD-YAP block 28, GPR151 ag 0.3, FBW7 act 0.3 and MITF inh 11.
Oc1c(/C=N/N2CCOCC2)sc2ccccc12 was read as TEAD-YAP block 0, GPR151 ag 0.4, FBW7 act 0.0 and MITF inh 16.
CCN(CC)C(=O)CSc1nc(O)cc(=O)n1-c1ccccc1OC was read as TEAD-YAP block 0, GPR151 ag 1.4, FBW7 act 0.5 and MITF inh 9.
`CC(C)c1ccc(NC(=O)c2ccc(NC3=NC4CS(=O)(=O)CC4S3)cc2)cc1` (configuration not stated) gave TEAD-YAP block 6, GPR151 ag -0.1, FBW7 act -0.1 and MITF inh 4.

Continued, overlapping the part above by 4 compounds.
For COc1cccc(CNC(=O)c2ccc(CS(=O)Cc3ccc(Cl)cc3)o2)c1 (configuration not stated) the results were TEAD-YAP block 28, GPR151 ag 0.3, FBW7 act 0.3 and MITF inh 11.
Oc1c(/C=N/N2CCOCC2)sc2ccccc12 was read as TEAD-YAP block 0, GPR151 ag 0.4, FBW7 act 0.0 and MITF inh 16.
CCN(CC)C(=O)CSc1nc(O)cc(=O)n1-c1ccccc1OC was read as TEAD-YAP block 0, GPR151 ag 1.4, FBW7 act 0.5 and MITF inh 9.
`CC(C)c1ccc(NC(=O)c2ccc(NC3=NC4CS(=O)(=O)CC4S3)cc2)cc1` (configuration not stated) gave TEAD-YAP block 6, GPR151 ag -0.1, FBW7 act -0.1 and MITF inh 4.
`O=C(Nc1ccc(S(=O)(=O)Nc2cnc3ccccc3n2)cc1)c1cc(Cl)ccc1[N+](=O)[O-]` gave TEAD-YAP block -5, GPR151 ag -0.9, FBW7 act -0.1 and MITF inh -14.
COc1ccc(Cl)cc1S(=O)(=O)N1CCN(CC(=O)OC(C)C)CC1 was read as TEAD-YAP block -14, GPR151 ag -0.4, FBW7 act -0.2 and MITF inh -4.
`COc1ccc(-c2cc(CO)on2)cc1` gave TEAD-YAP block -17, GPR151 ag -0.7, FBW7 act 0.1 and MITF inh -5.
`Cc1nc(-c2c(C(F)(F)F)oc3cc(O)ccc3c2=O)cs1` gave TEAD-YAP block -18, GPR151 ag -2.0, FBW7 act 0.5 and MITF inh 1.
CCOc1ccc(/C=C2\C(=O)NC(=O)N(Cc3ccccc3)C2=O)cc1 was read as TEAD-YAP block 3, GPR151 ag 0.1, FBW7 act 0.5 and MITF inh 4.
COc1cc(Cl)c(C)cc1NC(=O)Cn1ncc2c(=O)oc3ccccc3c21 was read as TEAD-YAP block 8, GPR151 ag -0.3, FBW7 act 0.0 and MITF inh 8.
`COc1ccc(-n2nc3c(c2NC(=O)c2ccccc2Br)CSC3)cc1` gave TEAD-YAP block 10, GPR151 ag -0.8, FBW7 act 0.1 and MITF inh 13.
`C=CCn1cc(-c2ccc(-c3ccccc3)cc2)ccc1=O` gave TEAD-YAP block -38, GPR151 ag 1.0, FBW7 act -0.3 and MITF inh -7.
Screening Cc1ccc(S(=O)(=O)NNc2ccccc2)c(C)c1 returned TEAD-YAP block -11, GPR151 ag -1.1, FBW7 act -0.1 and MITF inh 14.
For CCOc1ccccc1C(=O)N/N=C/c1cccc2cccnc12 the results were TEAD-YAP block 12, GPR151 ag -0.8, FBW7 act -0.2 and MITF inh 29.

The list goes on, overlapping the part above by three compounds.
`C=CCn1cc(-c2ccc(-c3ccccc3)cc2)ccc1=O` gave TEAD-YAP block -38, GPR151 ag 1.0, FBW7 act -0.3 and MITF inh -7.
Screening Cc1ccc(S(=O)(=O)NNc2ccccc2)c(C)c1 returned TEAD-YAP block -11, GPR151 ag -1.1, FBW7 act -0.1 and MITF inh 14.
For CCOc1ccccc1C(=O)N/N=C/c1cccc2cccnc12 the results were TEAD-YAP block 12, GPR151 ag -0.8, FBW7 act -0.2 and MITF inh 29.
CCc1ccc(C2=NC(c3cc(Br)ccc3OC)NC(c3cc(Cl)ccc3O)C2)cc1 (configuration not stated) was read as TEAD-YAP block 14, GPR151 ag 0.0, FBW7 act -0.1 and MITF inh 4.
CC1CCc2sc(NC(=S)NC(=O)c3ccccc3)c(C#N)c2C1 (configuration not stated) was read as TEAD-YAP block -16, GPR151 ag -0.7, FBW7 act 0.0 and MITF inh 0.
For COc1ccc(-c2cccc(NC(=O)Nc3ccc(C)cc3)c2)nn1 the results were TEAD-YAP block -31, GPR151 ag 0.2, FBW7 act -0.2 and MITF inh -5.
For c1ccc(CNc2cc(N3CCc4ccccc4C3)ncn2)cc1 the results were TEAD-YAP block -22, GPR151 ag 2.4, FBW7 act -0.1 and MITF inh -9.
For CN(/N=C/c1ccc(OC(F)(F)F)cc1)C1=NCCN1 the results were TEAD-YAP block 6, GPR151 ag 1.2, FBW7 act 0.1 and MITF inh 7.
`COc1ccccc1NC(=O)NNC(=O)Cn1nnc(-c2ccccc2)n1` gave TEAD-YAP block 0, GPR151 ag 0.1, FBW7 act 0.5 and MITF inh 16.
`Cc1cc(C)n(-c2nc(-c3ccc(Br)cc3)cs2)n1` gave TEAD-YAP block -11, GPR151 ag -0.5, FBW7 act 0.2 and MITF inh -8.
For Cc1ccc(-c2nnc(-c3cccc([N+](=O)[O-])c3)o2)cc1[N+](=O)[O-] the results were TEAD-YAP block -5, GPR151 ag 0.1, FBW7 act -0.1 and MITF inh -13.
Screening O=C(CSc1n[nH]c(-c2ccccc2)n1)Nc1ccc(Br)cn1 returned TEAD-YAP block -7, GPR151 ag 0.7, FBW7 act -0.1 and MITF inh 4.
For N#CCSc1nc(=O)n(Cc2ccco2)c2c1CCC2 the results were TEAD-YAP block -1, GPR151 ag 2.3, FBW7 act -0.3 and MITF inh 5.
O=[N+]([O-])c1ccc(N2CCN(Cc3cccs3)CC2)cc1 was read as TEAD-YAP block -6, GPR151 ag -0.7, FBW7 act -0.5 and MITF inh 16.
O=C(COc1ccc([N+](=O)[O-])cc1Cl)N(C1CCCCC1)C1CCS(=O)(=O)C1 (configuration not stated) was read as TEAD-YAP block 1, GPR151 ag 0.4, FBW7 act 0.0 and MITF inh 12.
CCN(CC)S(=O)(=O)c1cc([N+](=O)[O-])ccc1N/N=C(\C)c1ccc(Cl)s1 was read as TEAD-YAP block -3, GPR151 ag 0.6, FBW7 act -0.1 and MITF inh 1.
Screening CC(C)CNC(=S)NC(=O)c1ccccc1Cl returned TEAD-YAP block -11, GPR151 ag -1.9, FBW7 act -0.2 and MITF inh 0.
Screening CC(C)N(C)CCOC(=O)c1ccc(Cl)cc1 returned TEAD-YAP block 1, GPR151 ag 0.6, FBW7 act -0.1 and MITF inh 3.
Screening COC(=O)n1c(=O)oc2ccc(S(=O)(=O)N3CCCCC3)cc21 returned TEAD-YAP block 0, GPR151 ag 1.5, FBW7 act -0.2 and MITF inh 7.
CCOC(=O)c1[nH]c(CN2C(=O)c3ccccc3S2(=O)=O)c(C(=O)OCC)c1C was read as TEAD-YAP block 13, GPR151 ag -0.6, FBW7 act 0.2 and MITF inh 13.
`O=c1oc(-c2cccs2)nc2scc(-c3ccccc3)c12` gave TEAD-YAP block -1, GPR151 ag 2.3, FBW7 act -0.2 and MITF inh -8.
Screening COc1cccc(C2/C(=C(\O)c3ccccc3)C(=O)C(=O)N2c2cccc(Cl)c2)c1 (configuration not stated) returned TEAD-YAP block -14, GPR151 ag -0.6, FBW7 act 0.0 and MITF inh -8.
`CCOc1ccccc1NC(=O)COc1ccc(C)c(C)c1` gave TEAD-YAP block 5, GPR151 ag 0.4, FBW7 act 1.4 and MITF inh 4.
Screening O=C(NCCc1ccccc1)/C(=C/c1ccc(Cl)cc1)NC(=O)c1ccccc1 returned TEAD-YAP block 5, GPR151 ag -0.5, FBW7 act 0.1 and MITF inh 4.
`CN(C)CCNC(=O)CN1C(=O)COc2ccc(C(C)(C)C)cc21` gave TEAD-YAP block -2, GPR151 ag -0.5, FBW7 act -0.2 and MITF inh 12.
CCOc1ccc(OCC)c(Nc2nc3ccccc3n3cnnc23)c1 was read as TEAD-YAP block 1, GPR151 ag -0.1, FBW7 act 0.2 and MITF inh 1.
For COc1ccc(CCN2C(=O)CC(C(=O)Nc3cccc(Cl)c3)SC2=Nc2ccc(OC)cc2)cc1 (configuration not stated) the results were TEAD-YAP block 6, GPR151 ag 0.8, FBW7 act -0.1 and MITF inh 6.
`COc1ccc(C(=O)Nc2ccc(NC(=O)C3CCCCC3)nc2)cc1` gave TEAD-YAP block -5, GPR151 ag -0.7, FBW7 act -0.1 and MITF inh 7.
Screening CCC1SC(CC)C(=O)N(CC(=O)Nc2ccc(C)cc2C)C1=O (configuration not stated) returned TEAD-YAP block 3, GPR151 ag -0.2, FBW7 act 0.1 and MITF inh 8.
O=c1nc(SCc2ccc(Cl)c(Cl)c2)c2c([nH]1)CCC2 was read as TEAD-YAP block 5, GPR151 ag 3.8, FBW7 act 0.0 and MITF inh 7.
For O=C(Cn1cnc([N+](=O)[O-])n1)Nc1cccnc1Cl the results were TEAD-YAP block 4, GPR151 ag 1.1, FBW7 act -0.1 and MITF inh 2.
CC(C)Sc1ccc(CC(=O)NCC2(c3cccs3)CC2)cc1 was read as TEAD-YAP block -10, GPR151 ag 0.5, FBW7 act 0.1 and MITF inh 8.
For O=C(/C=C/c1ccc(OCc2ccccc2)cc1)NCC1CCCO1 (configuration not stated) the results were TEAD-YAP block 5, GPR151 ag -0.6, FBW7 act 0.3 and MITF inh 19.
Screening Nc1cccc(-c2cc(C(=O)O)c3cc(Br)ccc3n2)c1 returned TEAD-YAP block -1, GPR151 ag 6.7*, FBW7 act 0.0 and MITF inh 7.
For O=Cc1cccc(-c2ccc(NCCc3ccncc3)nc2)c1 the results were TEAD-YAP block -33, GPR151 ag -0.8, FBW7 act -0.5 and MITF inh 10.
Screening COc1ccc(CNC(=O)Cn2cc([N+](=O)[O-])nc2C)cc1 returned TEAD-YAP block 2, GPR151 ag -0.2, FBW7 act 0.0 and MITF inh 11.
`CCOc1ccc2ccccc2c1C1C(C(=O)OC)=C(N)OC2=C1C(=O)CC(C)(C)C2` (configuration not stated) gave TEAD-YAP block 2, GPR151 ag 0.3, FBW7 act 0.6 and MITF inh 11.
Screening COc1ccccc1NC(=S)NNC(=O)C(=O)NNC(=S)Nc1ccccc1OC returned TEAD-YAP block -15, GPR151 ag -0.5, FBW7 act -1.0 and MITF inh 44.
`CCCS(=O)(=O)Nc1cccc(S(=O)(=O)Nc2ccc(SC(F)F)cc2)c1` gave TEAD-YAP block 3, GPR151 ag -1.2, FBW7 act 0.0 and MITF inh 0.
`CCOC(=O)C1CCN(C(=O)c2c(-c3ccccc3)noc2C)CC1` gave TEAD-YAP block 4, GPR151 ag 0.9, FBW7 act 0.1 and MITF inh 8.
Screening CCOc1cc(C=C(C#N)C#N)cc(Br)c1OCC returned TEAD-YAP block 0, GPR151 ag 1.6, FBW7 act 0.0 and MITF inh 6.
For OC1CCN(C(=S)Nc2ccc(Oc3ccccc3)cc2)CC1 the results were TEAD-YAP block 2, GPR151 ag 2.0, FBW7 act -0.2 and MITF inh 11.
For CCOc1ccccc1NC(=O)c1c(NC(=O)c2cccs2)sc2c1CCCCC2 the results were TEAD-YAP block -19, GPR151 ag 1.3, FBW7 act 0.3 and MITF inh -1.
For O=C(c1nc2sccn2c1CN1CCN(c2ccccn2)CC1)N1CCCCC1 the results were TEAD-YAP block 0, GPR151 ag -1.0, FBW7 act 0.1 and MITF inh 24.
COCCOC(=O)c1ccc(NC(=O)c2ccccc2CCc2ccccc2)cc1 was read as TEAD-YAP block -4, GPR151 ag -1.1, FBW7 act 0.5 and MITF inh 19.
Screening Cc1cccc(C2=N/C(=C\c3ccc(Cl)cc3Cl)C(=O)O2)c1 returned TEAD-YAP block 7, GPR151 ag 1.6, FBW7 act -0.1 and MITF inh -1.
`CC1CCN(C(=O)Cn2c(=O)cnc3ccccc32)CC1` gave TEAD-YAP block -10, GPR151 ag -1.5, FBW7 act -0.1 and MITF inh -10.
`COc1cc(C)nc(NC(=S)NC(=O)c2ccccc2)n1` gave TEAD-YAP block -9, GPR151 ag -1.2, FBW7 act -0.2 and MITF inh 0.
Screening O=C(Cn1ncc2c1-c1ccccc1OC2)NCCOC12CC3CC(CC(C3)C1)C2 returned TEAD-YAP block -2, GPR151 ag -0.4, FBW7 act -0.2 and MITF inh -6.
